Screens from PubChem.
All columns: NCI-60 one-dose screen, growth in % after 48 h at 10 µM unless noted; 100 = growth as untreated, 0 = no growth, -100 = all killed.
SN12C: SN12C renal cancer cells | 3.8% of 81,000 active
UO-31: UO-31 renal cancer | 5.2% of 81,000 active | AID 1794768
786-0: 786-0 renal cancer cells | 5.1% of 81,000 active | AID 1794775
U251: U251 CNS tumor cells; 5.4% of 80,000 active; AID 1794753
TK-10: TK-10 renal cancer cells | 3.9% of 81,000 active
SF-268: SF-268 CNS cancer cells | 3.1% of 82,000 active
CAKI-1: CAKI-1 renal cancer | 4.7% of 75,000 active | AID 1794772
SF-295: SF-295 CNS cancer cells. 5.6% of 79,000 active. AID 1794758
Active calls of the source: *; · = no result given; & = joins results of further samples. How the source made its calls: active means growth percent below 10; inactive means the rest. A portion of the library; rates above refer to the full screens.

1) CCCC1OCC2(CO)COC(CCC)N12 (stereo not given)
2) O=S(=O)(O)C(Br)c1ccccc1 (stereo not given)
3) O=[N+]([O-])c1ccc([Se]C2CCCCC2Cl)c([N+](=O)[O-])c1 (stereo not given)
4) CNC(=O)Oc1ccc(OC)cc1
5) c1c[se]c(-c2nc3ccccc3[nH]2)c1
6) COc1ccc(/C(C)=C(\c2ccc(OCCN3CCOCC3)cc2)c2ccc(OC(=O)Cc3ccccc3)cc2)cc1
7) C(=N\N1CCCCCC1)/c1c[nH]c2ccccc12
8) COC(=O)[C@@]12[C@H]3Cc4cccc5c4[C@@]1(O[C@]1(O)CC(=O)N(C3(C)C)[C@]21O)C(=O)N5C

screen / no.	1	2	3	4	5	6	7	8
SN12C	107.3	100.7	59.5	100.7	103.4	107.1	95.8	104.1
UO-31	94.0	92.9	-88.3*	86.5	76.4	97.0	52.4	88.8
786-0	95.7	105.6	128.3	101.4	98.6	104.3	105.0	100.4
U251	101.7	100.4	20.4	99.7	103.8	101.6	105.9	98.7
TK-10	96.9	100.7	101.8	108.8	102.1	108.0	134.8	103.9
SF-268	104.6	111.8	14.3	103.0	112.3	100.2	99.3	107.9
CAKI-1	99.4	·	76.7	106.6	·	97.5	84.7	101.8
SF-295	95.7	100.3	-41.3*	101.6	121.1	108.5	109.7	104.2

9) CCOC(=O)CCOc1cccc(N(CCCl)CCCl)c1
10) CCOP(=O)(OCC)/C(C#N)=C/c1ccoc1
11) CCN(CC)c1ccc(C=C2C(=O)NC(=S)NC2=O)cc1
12) COC[C@@H]1C[C@@]2(C)[C@@H](CC[C@@H]3[C@@H]2CC[C@]2(C)[C@@H](O)CC[C@@H]32)CC1=O
13) C[C@]12CC[C@@H]3C4=C(CC[C@H]3[C@@H]1CC[C@@H]2O)CC(=O)CC4
14) CC1CN1c1cc(O)c(N2CC2C)cc1O (stereo not given)
15) O=C(CC1(O)C(=O)N(Cc2ccccc2)c2ccc(Br)cc21)c1ccc(C(=O)NCC2CCC3(CC2)OOC2(CCCCC2)OO3)cc1 (stereo not given)
16) CC(C)[C@H](NC(=O)c1cc(-c2ccc(F)cc2)nn1CCCCCF)C(N)=O

screen / no.	9	10	11	12	13	14	15	16
SN12C	95.0	92.7	91.8	105.1	99.5	98.9	-55.8*	100.6
UO-31	92.3	74.9	76.1	91.8	92.0	76.1	-73.3*	80.9
786-0	108.6	90.5	96.7	107.3	106.4	108.5	-70.7*	97.4
U251	92.0	100.9	77.0	95.7	96.8	115.3	-85.4*	96.8
TK-10	107.1	100.3	108.0	111.9	112.5	96.7	-80.9*	99.2
SF-268	94.8	98.8	80.1	104.0	99.7	102.1	-1.1*	104.4
CAKI-1	·	85.6	91.8	·	92.0	98.5	-90.8*	·
SF-295	98.9	93.7	99.3	·	101.9	115.3	29.3	101.7

17) CCC(C)C1(CC)C(=O)NC(=O)N(C)C1=O (stereo not given)
18) CCOC(=O)C1(C)OC1c1ccc(C)cc1 (stereo not given)
19) N#CC1=C(N)Oc2c(ccc3ccccc23)C1c1ccco1 (stereo not given)
20) O=C(CBr)C(=O)CBr
21) CCC1(CC)C(=O)NC(=O)N(c2ccccc2)C1=O
22) CN(CCC#N)c1ccc(C=C(C#N)C#N)cc1
23) C1CCC2CNCCC2C1 (stereo not given)
24) COC(=O)C1CN1/C(C)=N/N=C1\C(=O)Nc2ccc(F)cc21 (stereo not given)

screen / no.	17	18	19	20	21	22	23	24
SN12C	105.4	104.1	96.2	104.4	100.4&90.8	96.6	87.0	101.0
UO-31	81.2	87.5	65.2	75.6	79.1&91.0	76.7	98.9	88.6
786-0	97.3	105.0	101.4	96.4	99.9&98.3	106.2	105.8	101.7
U251	107.6	99.8	105.0	97.8	102.7&102.1	·	100.4	102.3
TK-10	94.3	104.1	168.8	103.0	96.4&116.2	119.3	96.2	122.7
SF-268	101.1	101.7	94.0	100.3	102.3&103.7	108.0	95.4	96.3
CAKI-1	88.1	·	76.4	93.2	97.2&91.7	102.1	71.4	83.2
SF-295	101.7	99.8	109.5	96.2	110.9&97.8	96.0	96.4	107.0

25) CCCCOC1OCN(C2CCCCC2)CC1(C)C (stereo not given)
26) CCCC1CCCCC12C(=O)NC(=O)NC2=O (stereo not given)
27) CCOC(=S)SSC(Cl)(Cl)Cl
28) CCCCS(=O)(=O)Cl
29) Cc1cc(C)c(C[N+](C)(C)C)c(C)c1
30) ClC(CN(Cc1ccccc1)Cc1ccccc1)c1ccccc1 (stereo not given)
31) N#CC1(C#N)C(c2ccc(N(CCCl)CCCl)cc2)OC23CCCCC2C1(C#N)C(=N)O3 (stereo not given)
32) C[C@]12CCc3sc(-c4ccccn4)nc3C1=CC[C@@H]1[C@@H]2CC[C@]2(C)C(=O)CC[C@@H]12

screen / no.	25	26	27	28	29	30	31	32
SN12C	100.7	106.1&100.6	98.5	103.6	97.1	96.5	69.1	95.3
UO-31	95.7	87.9&84.3	96.0	100.0	96.0	93.6	72.1	91.2
786-0	99.7	96.6&101.7	103.1	102.7	100.9	103.1	88.6	106.0
U251	101.7	102.0&97.8	·	104.8	98.8	96.3	75.8	111.8
TK-10	112.1	106.5&92.9	109.7	103.0	92.3	101.0	91.9	117.7
SF-268	111.5	102.0&104.8	103.5	108.4	93.6	95.9	69.6	100.7
CAKI-1	96.3	99.6&94.8	112.8	100.3	·	86.0	55.8	99.8
SF-295	96.8	108.3&95.5	·	101.8	81.0	91.5	108.5	99.7

33) CCOC(=O)C1C2c3ccccc3C(c3ccccc32)C1C(=O)OCC (stereo not given)
34) CCOP(=O)(NCCc1ccccc1)OCC
35) O=C(O)CNC(=O)c1c(O)c2ccccc2n(Cc2ccccc2)c1=O
36) O=C1CC(=O)N(Cc2ccccc2)C(=O)N1Cc1ccccc1
37) CCC1CN1P(=O)(C(C)CC)N1CC1CC (stereo not given)
38) Oc1ccc(Cc2ccc(O)cc2)cc1
39) C#CCSc1nc2ccccc2c(=O)n1-c1ccc(OC)cc1
40) Cc1cc(NC(=O)/C=C/c2ccc([N+](=O)[O-])cc2)ccc1S(=O)(=O)F

screen / no.	33	34	35	36	37	38	39	40
SN12C	102.3&104.1	94.9	97.1	102.8	90.5	105.3	94.3	92.4
UO-31	76.8&105.6	109.8	81.5	88.7	94.0	90.3	87.4	71.8
786-0	91.0&99.7	109.3	97.9	99.0	104.6	102.1	106.7	89.1
U251	105.7&99.0	110.9	88.9	105.7	98.3	·	99.6	101.6
TK-10	89.6&110.0	104.5	64.1	107.6	97.3	101.4	105.6	96.2
SF-268	101.2&112.7	110.1	72.8	102.4	103.2	106.3	97.8	109.5
CAKI-1	86.0&108.1	103.3	·	102.5	97.5	100.9	·	114.3
SF-295	97.7&91.7	123.8	97.0	111.7	111.5	96.0	·	·

41) N#CC1(c2ccccc2)CCN(Cc2ccccc2)CC1
42) O=C1NC(=O)C(C2CCOC2=O)N1 (stereo not given)
43) COc1ccc(/C=C\[N+](=O)[O-])cc1OC
44) CN1C(=O)C23CC4(C56CC78SSC(CO)(C(=O)N7C5Nc5ccccc56)N(C)C8=O)c5ccccc5NC4N2C(=O)C1(CO)SS3 (stereo not given)
45) Cc1cccc([N+](=O)[O-])c1O
46) C[N+](C)(C)Cc1ccc(Cl)cc1
47) O=C1CCO1
48) CCC1(CC)C(=O)NC(=O)N(CCc2ccccn2)C1=O

screen / no.	41	42	43	44	45	46	47	48
SN12C	113.5	98.3	81.4	-100.0*	109.4	·	·	103.8
UO-31	107.7	97.3	75.1&33.1	-100.0*	94.4	86.1	87.7	78.8
786-0	101.2	105.3	47.9&96.4	-97.4*	107.4	99.0	107.6	107.8
U251	106.6	97.3	48.6&56.2	-100.0*	97.1	96.0	·	114.5
TK-10	88.4	101.1	76.5&85.9	-90.2*	112.3	95.1	108.3	110.1
SF-268	94.9	110.4	70.3&73.8	-97.8*	108.6	99.4	109.6	107.0
CAKI-1	94.7	97.0	58.6&63.1	-98.7*	101.9	101.9	88.5	100.6
SF-295	89.9	·	85.3&60.6	-93.8*	102.6	104.2	94.6	122.8

Rewritten as tab-separated lines: part of the list above.
item	Structure	SN12C	UO-31	786-0	U251	TK-10	SF-268	CAKI-1	SF-295
43	COc1ccc(/C=C\[N+](=O)[O-])cc1OC	81.4	75.1&33.1	47.9&96.4	48.6&56.2	76.5&85.9	70.3&73.8	58.6&63.1	85.3&60.6
44	CN1C(=O)C23CC4(C56CC78SSC(CO)(C(=O)N7C5Nc5ccccc56)N(C)C8=O)c5ccccc5NC4N2C(=O)C1(CO)SS3 (stereo not given)	-100.0*	-100.0*	-97.4*	-100.0*	-90.2*	-97.8*	-98.7*	-93.8*

(continued)
49) CCCCCC(=O)P(=O)(OCC)OCC
50) Cn1nc(-c2ccc(S(=O)(=O)F)cc2)s/c1=N/NC(=O)c1ccccc1
51) CO[C@H]1c2c([nH]c3c4c(ccc23)OC(C)(C)C=C4)C(C)(C)[C@H]2C[C@]34CCCN3C(=O)[C@@]21NC4=O
52) C/C(=N\O)C(=O)c1ccccc1
53) NC(Cc1ccccc1)c1ccccc1 (stereo not given)
54) O=P(Oc1ccccc1)(Oc1ccccc1)C(Nc1ccccc1)c1ccncc1 (stereo not given)
55) CCCCNCCc1cccnc1

screen / no.	49	50	51	52	53	54	55
SN12C	107.5	100.9	99.5	100.0	100.6&102.2	96.7	99.4
UO-31	92.3	·	73.2	81.2	69.8&93.6	61.1	75.7
786-0	106.2	104.3	102.7	104.8	98.4&97.4	110.7	102.7
U251	97.3	106.1	106.4	104.9	101.6&103.3	97.6	81.7
TK-10	101.5	112.1	105.1	138.8	102.7&101.4	104.0	98.1
SF-268	100.9	98.7	103.3	104.0	102.6&105.7	103.7	95.8
CAKI-1	108.2	87.1	96.5	104.0	102.2&96.5	94.0	92.7
SF-295	105.8	96.4	104.1	108.8	103.8&102.4	112.7	101.2

Molecules above that have nitrogen in an aromatic ring:
5) c1c[se]c(-c2nc3ccccc3[nH]2)c1
7) C(=N\N1CCCCCC1)/c1c[nH]c2ccccc12
16) CC(C)[C@H](NC(=O)c1cc(-c2ccc(F)cc2)nn1CCCCCF)C(N)=O
32) C[C@]12CCc3sc(-c4ccccn4)nc3C1=CC[C@@H]1[C@@H]2CC[C@]2(C)C(=O)CC[C@@H]12
35) O=C(O)CNC(=O)c1c(O)c2ccccc2n(Cc2ccccc2)c1=O
39) C#CCSc1nc2ccccc2c(=O)n1-c1ccc(OC)cc1
48) CCC1(CC)C(=O)NC(=O)N(CCc2ccccn2)C1=O
50) Cn1nc(-c2ccc(S(=O)(=O)F)cc2)s/c1=N/NC(=O)c1ccccc1
51) CO[C@H]1c2c([nH]c3c4c(ccc23)OC(C)(C)C=C4)C(C)(C)[C@H]2C[C@]34CCCN3C(=O)[C@@]21NC4=O
54) O=P(Oc1ccccc1)(Oc1ccccc1)C(Nc1ccccc1)c1ccncc1 (stereo not given)

screen / no.	5	7	16	32	35	39	48	50	51	54
SN12C	103.4	95.8	100.6	95.3	97.1	94.3	103.8	100.9	99.5	96.7
UO-31	76.4	52.4	80.9	91.2	81.5	87.4	78.8	·	73.2	61.1
786-0	98.6	105.0	97.4	106.0	97.9	106.7	107.8	104.3	102.7	110.7
U251	103.8	105.9	96.8	111.8	88.9	99.6	114.5	106.1	106.4	97.6
TK-10	102.1	134.8	99.2	117.7	64.1	105.6	110.1	112.1	105.1	104.0
SF-268	112.3	99.3	104.4	100.7	72.8	97.8	107.0	98.7	103.3	103.7
CAKI-1	·	84.7	·	99.8	·	·	100.6	87.1	96.5	94.0
SF-295	121.1	109.7	101.7	99.7	97.0	·	122.8	96.4	104.1	112.7

55) CCCCNCCc1cccnc1

screen / no.	55
SN12C	99.4
UO-31	75.7
786-0	102.7
U251	81.7
TK-10	98.1
SF-268	95.8
CAKI-1	92.7
SF-295	101.2
